Myeloid diff MLP: myeloid differentiation induction; 1% of 360,000 active; calls only at 10 µM; ER-HoxA9 myeloid progenitors, lysozyme-GFP differentiation, flow cytometry;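 active = normalized GFP-positive differentiation at or above the plate's own cutoff, the solvent-only control mean plus 3 SD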;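 also: cells exposed to compound for four days before flow analysis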
Myeloid diff MLP GFP+ MAC1+ %: also measured in Myeloid diff MLP; calls as there; GFP+ MAC1+ double positive, %; measured here: differentiation confirmed by MAC1 staining
Starred values were filed as active, the others as inactive; i = inactive.

No. | smiles | Myeloid diff MLP | Myeloid diff MLP GFP+ MAC1+ %
1 | CCCC(=O)Nc1cccc(NC(=O)Cc2ccc(Cl)cc2)c1 | i | 1.5
2 | Cc1ccc(CNC(=O)[C@H]2O[C@@H](n3ccc(N)nc3=O)[C@H](O)[C@@H]2O)o1 | i | 0.8
3 | CCOC(=O)C1CC(c2ccccc2)=NN1c1ccccc1 (stereo unspecified) | i | 0.7
4 | c1cncc(CN2CCN(c3cc(-c4cnc5ccccc5c4)nc4ccnn34)CC2)c1 | i | 1.2
5 | Cc1ccc(S(=O)(=O)N2CC3C(=O)C[C@@H](c4ccccc4)N(S(=O)(=O)c4ccc(CCCOCCOCCNC(=O)OC(C)(C)C)cc4)C3CC2c2ccccc2)cc1 (stereo partly specified) | i | 2.5
6 | COc1cc(Cl)ccc1OC1(C)CCN(Cc2ccc(-c3ccccn3)cc2)C1 (stereo unspecified) | i | 1.1
7 | CCOC(=O)C1=CCN(S(=O)(=O)c2ccc(Cl)cc2)C1c1ccccc1 (stereo unspecified) | i | 1.8
8 | O=S1(=O)CC(c2ccccc2)=NN=C(c2ccccc2)C1 | i | 0.7
9 | O=C(c1ccoc1)N1CCN(c2cc(-c3ccccc3)nc3cc(-c4ccc(Br)cc4)nn23)CC1 | i | 0.5
10 | CCOC(=O)C1=CCC(c2ccccc2)N(S(=O)(=O)c2ccc(C)cc2)[C@H]1CC (stereo partly specified) | i | 2.0
11 | COc1cc(CN2C[C@@H](CO)O[C@@H](n3cnc4c(NCc5ccco5)ncnc43)C2)cc(OC)c1OC | i | 0.6
12 | O=[N+]([O-])c1ccc(NN=C(C2CC2)C2CC2)c([N+](=O)[O-])c1 | i | 0.3
13 | CCc1nc2c(OCC(=O)c3ccc(F)cc3)cccn2c1N(C)C(=O)COc1ccccc1 | i | 0.3
14 | CC(=O)Nc1ccc(-c2ccnc3c2CC(C)(C(=O)NCc2cccc(Cl)c2)O3)cc1 (stereo unspecified) | i | 1.3
15 | CCNC(=O)N(C)c1c(CC)nc2ccc(C(=O)Nc3cccc(OCC(=O)N(C)C)c3)cn12 | i | 1.1
16 | Cc1cccc(S(=O)(=O)N(C)C[C@@H]2OCc3cn(nn3)CCCC(=O)N([C@H](C)CO)C[C@H]2C)c1 | i | 0.1
17 | Cc1cc(Cl)ccc1C(O)c1ncc(-c2cccc(F)c2)[nH]1 (stereo unspecified) | i | 1.5
18 | CCOC(=O)[C@]12CCCC=C1N(Cc1ccc3c(c1)OCO3)C(=O)[C@H](CC(=O)N1CCN(C(=O)C3CC3)CC1)C2 | i | 1.4
19 | C[C@@H]1CN([C@H](C)CO)C(=O)CCCn2nncc2CO[C@H]1CN(C)C(=O)Nc1cccc(Oc2ccccn2)c1 | i | 1.7
20 | O=C(O)c1ccccc1-c1ccccc1C(=O)Nc1ccc2c(c1)C(O)c1ccccc1-2 (stereo unspecified) | i | 0.2
21 | CCOC(=O)[C@]12CCC=C1N(Cc1ccco1)C(=O)[C@H](CC(=O)NCc1ccc(C)o1)C2 | i | 0.7
22 | c1ccc(-c2nnc3oc(-c4cccs4)nn23)cc1 | i | 2.2
23 | CCCS(=O)(=O)NC(=O)C1(C)CCN(C(=O)c2ccc(F)c(Cl)c2)C1 (stereo unspecified) | i | 0.5
24 | COCCNc1nc(NCCCN2CCCC2=O)c2sc(-c3ccccc3)cc2n1 | i | 1.2
25 | O=C(Cc1csc2ccccc12)NCC1CC1 | i | 0.8

Next section:
No. | smiles | Myeloid diff MLP | Myeloid diff MLP GFP+ MAC1+ %
26 | CCOC(CNC(=O)c1[nH]c(C(F)(F)F)nc1-c1ccccc1)OCC | i | 1.4
27 | Cc1ccc(SCc2c(C(=O)N/N=C/c3cccs3)nnn2-c2nonc2N)cc1 | i | 0.4
28 | COc1ccc(C(=O)Cn2c(NCCCO)nc3ccccc32)cc1 | i | 1.2
29 | CCCC[C@@H]1Cc2[nH][nH]c(=O)c2[C@H](c2ccc3ccccc3c2)O1 | i | 1.2
30 | Cc1nc2nc(C(F)(F)F)[nH]c2nc1C | i | 0.7
31 | C[C@H](O)[C@@H]1CN2CCc3c([nH]c4ccccc34)[C@@H]2C[C@@H]1N(C)C(=O)c1ccco1 | i | 1.0
32 | CC(C)c1ccc(CNC(=O)C2(C)CCCN2C)cc1 (stereo unspecified) | i | 1.1
33 | CCOC(=O)C1(C)CCCN(C(=O)c2cc(F)ccc2C)C1 (stereo unspecified) | i | 1.3
34 | CC(C)Oc1ccc(S(=O)(=O)N2CCOCC2)cc1NC(=O)CSc1nnc(C2CC2)n1C | i | 1.5
35 | COc1ccc(CNC(=O)N2[C@H]3CC[C@@H]2C=C(c2ccc(F)cc2OCc2ccccc2)C3)cc1OC | i | 0.5
36 | COc1ccc(-c2ccc(C(=O)Nc3cc(OC)c(OC)c(OC)c3)c3occc23)c(C)c1 | i | 2.2
37 | COc1ccc(OC)c(CN2C(=O)CCC2(C)c2nnnn2Cc2ccccc2)c1 (stereo unspecified) | i | 0.7
38 | CCOC(=O)[C@]12CCCC=C1N(Cc1cccc3ccccc13)C(=O)[C@H](CC(=O)N1CCSCC1)C2 | i | 0.5
39 | COc1ccccc1S(=O)(=O)N(C)C[C@H]1OCc2cnnn2CCCC(=O)N([C@@H](C)CO)C[C@H]1C | i | 1.0
40 | Cc1ccccc1-c1cnc(C(O)c2c(C)ccc3ccccc23)[nH]1 (stereo unspecified) | i | 0.2
41 | COC(=O)[C@@]12C[C@@H](CC(=O)N3CCN(C(=O)c4ccco4)CC3)C(=O)N(Cc3ccco3)C1=CCC(C)(C)C2 | i | 0.9
42 | Cc1cccc(NC(=O)CCS(=O)(=O)c2ccc3nc(C)sc3c2)c1 | i | 3.5
43 | Cc1ccc(S(=O)(=O)N(C)C[C@@H]2Oc3ncc(Br)cc3C(=O)N([C@H](C)CO)C[C@@H]2C)cc1 | i | 1.4
44 | COCCNC(=O)C1(C)CCCN(C(=O)c2cnc3ccccc3n2)C1 (stereo unspecified) | i | 0.3
45 | CCCCc1c(Cc2cccc(F)c2)ncn1CCc1ccccc1OC | i | 0.5
46 | CN1C(=O)[C@H]2[C@@H](c3ccc(C(F)(F)F)cc3)N[C@]3(CCCN(CC4CCCCC4)C3=O)[C@H]2C1=O | i | 0.6
47 | COc1ccc(-n2nnnc2C(c2cc3ccccc3o2)N2CCN(C/C=C/c3ccccc3)CC2)cc1 (stereo unspecified) | i | 2.1
48 | COc1ccc(C(=O)N2CC(c3ccc(Cl)cc3)CC2=O)cc1 (stereo unspecified) | i | 0.4
49 | CC(C)(CO)CNc1ccn2nccc2n1 | i | 0.8
50 | Cc1ccccc1Cn1c(C)c(C(=O)NCc2ccc(Cl)c(Cl)c2)sc1=O | i | 4.2

Quoted from above: compounds 26–29
No. | smiles | Myeloid diff MLP | Myeloid diff MLP GFP+ MAC1+ %
26 | CCOC(CNC(=O)c1[nH]c(C(F)(F)F)nc1-c1ccccc1)OCC | i | 1.4
27 | Cc1ccc(SCc2c(C(=O)N/N=C/c3cccs3)nnn2-c2nonc2N)cc1 | i | 0.4
28 | COc1ccc(C(=O)Cn2c(NCCCO)nc3ccccc32)cc1 | i | 1.2
29 | CCCC[C@@H]1Cc2[nH][nH]c(=O)c2[C@H](c2ccc3ccccc3c2)O1 | i | 1.2

Further results follow:
No. | smiles | Myeloid diff MLP | Myeloid diff MLP GFP+ MAC1+ %
51 | COc1ccc(CN2C[C@@H](CO)O[C@@H](n3cnc4c(N5CCOCC5)ncnc43)C2)cc1 | i | 1.0
52 | CC1=C(C(=O)N(C(C)C)C(C)C)CC(CC(=O)NC2CCCCC2)C(=O)N1Cc1ccccc1 (stereo unspecified) | i | 0.5
53 | CCOC(=O)[C@]12CCC=C1N(Cc1cccc3ccccc13)C(=O)[C@H](CC(=O)NCc1ccc(OC)c(OC)c1)C2 | i | 1.4
54 | NC(=O)Cc1ccc(OCc2nn[nH]n2)cc1 | i | 0.1
55 | CCOC1CCCc2oc(-c3ccc(OC)cc3)c(C#CCCO)c21 (stereo unspecified) | i | 1.6
56 | CCN(CC)C(=O)C1=C(C)N(Cc2ccccc2)C(=O)C(CC(=O)NC2CCCCC2)C1 (stereo unspecified) | i | 1.2
57 | COC(=O)c1ccccc1OCc1cc(=O)oc2ccc(C)cc12 | i | 0.8
58 | COC(=O)[C@@]1(Cc2ccc(F)cc2)[C@H]2C(CC(=O)C(=O)N3CCCC3)C(=O)C[C@H]2CN1C(=O)c1ccccc1 (stereo partly specified) | i | 1.1
59 | CC(C)OC(=O)N(C)C[C@H]1OCc2cnnn2CCCC(=O)N([C@H](C)CO)C[C@H]1C | i | 1.6
60 | CCCc1nc2ccc(C)cn2c1Cc1ccc(OC)cc1C | i | 0.8
61 | O=C(NCC1CCCCC1)c1cc(-c2cc(F)ccc2OCC2CCCO2)n[nH]1 (stereo unspecified) | i | 0.8
62 | Cc1c(C(=O)NCc2ccccc2)sc(=O)n1Cc1ccccc1F | i | 2.2
63 | CCc1ccc(/C=C2\SC(=S)N(CCCC(=O)NC3=NCCS3)C2=O)cc1 | i | 0.7
64 | CCCCCCCCN1C(=O)[C@H](CC(=O)NCc2ccc(C)o2)C[C@@]2(C(=O)OC)CC(C)(C)CC=C12 | i | 2.5
65 | CC1(c2nnnn2-c2ccc3c(c2)OCCO3)CCC(=O)N1C1CC1 (stereo unspecified) | i | 0.8
66 | O=C(NCCN1CCOCC1)c1ccc2c(c1)N(Cc1cccc(Cl)c1)C(=O)c1ccccc1S2(=O)=O | i | 2.3
67 | Cn1nc(C(C)(C)C)cc1C(=O)N1CCCCC1c1cc(C(=O)Nc2ccc3c(c2)OCO3)no1 (stereo unspecified) | i | 1.4
68 | COc1ccc(-c2csc(NC(=O)CCNC(=O)c3ccco3)n2)cc1 | i | 0.2
69 | C[C@@H]1CC[C@H](Cc2ccc(-n3cccc3)cc2)N1C(=O)OC(C)(C)C | i | 1.6
70 | COc1ccc(CCNC(=O)Nc2nnc([C@H]3C[C@H](O)[C@@H](CO)O3)s2)cc1OC | i | 0.7
71 | O=C(Nc1ccccc1Cl)c1cc(C2CCCCN2C(=O)CCCc2ccccc2)on1 (stereo unspecified) | i | 1.5
72 | COc1ccc(Cc2c(C3CCCCC3)nc3c4ccccc4ccn23)c(C)c1 | i | 1.1
73 | CCCCCCC1CC(=CN(C)C)C(=O)O1 (stereo unspecified) | i | 1.7
74 | Cc1c(Cl)cccc1NC(=S)NC(=O)c1ccccc1 | i | 0.4
75 | COc1ccc(OC)c(NC(=O)C2(C)CCN2Cc2ccc(OC)c3ccccc23)c1 (stereo unspecified) | i | 0.6

Later entries:
No. | smiles | Myeloid diff MLP | Myeloid diff MLP GFP+ MAC1+ %
76 | COCCn1c(C(=O)N(C)C)cc2c1C[C@H]1CN(C(=O)c3ccccc3)[C@@](Cc3ccc(F)cc3)(C(=O)OC)[C@@H]21 | i | 1.9
77 | CSc1ccc(NC(=O)C2(C)CCN2C(=O)c2sccc2C)cc1 (stereo unspecified) | i | 1.3
78 | COc1cccc(C(C(=O)NCc2ccccc2)N2CCN(CCN3CCOCC3)CC2)c1OC (stereo unspecified) | i | 2.1
79 | C[C@H](O)[C@@H]1C(=O)N2CCc3ccc(N4CCN(C)CC4)cc3[C@@H]2C[C@@H]1N(C)C(=O)c1cccnc1 | i | 1.0
80 | Cc1ccc(S(=O)(=O)Nc2ccccc2OC(C(=O)OC(C)(C)C)C(=O)OC(C)(C)C)cc1 | i | 2.7
81 | COc1ccc(NC(=O)c2cccc3c(-c4ccc(O)c(OC)c4)coc23)cc1 | i | 0.6
82 | COc1cnc(-c2cccc(C(F)(F)F)c2)c(NC(=O)c2cc3ccccc3s2)n1 | i | 0.8
83 | OC(c1ccc(Cl)c(Cl)c1)c1ncc(-c2cccc(F)c2)[nH]1 (stereo unspecified) | i | 0.3
84 | COc1ccc(CCNC2=CC(=O)CCC2)cc1OC | i | 0.8
85 | O=C1NC[C@H](CCCCN2C[C@H](Cc3ccccc3)N(Cc3ccccc3)C(=O)C2=O)N(CCc2ccc(O)cc2)C1=O | i | 1.0
86 | COc1ccc(C(=O)OCC(=O)NC23CC4CC(CC(C4)C2)C3)c(O)c1 | i | 1.1
87 | Cc1cn([C@H]2C[C@H](O)[C@@H](CNC(=O)[C@H](N)Cc3cccnc3)O2)c(=O)[nH]c1=O | i | 1.1
88 | CN(CCc1ccccc1)C(c1cc2ccccc2o1)c1nnnn1C(C)(C)C (stereo unspecified) | i | 0.9
89 | CC(=O)Nc1cc(-c2ccc(N3CCN(C)CC3)cc2)cn2c(-c3ccccc3)cnc12 | i | 1.5
90 | CC1(Cc2ccc(Cl)c(Cl)c2)C(=O)Nc2ccc(S(=O)(=O)NC3CCCCC3)cc21 (stereo unspecified) | i | 0.6
91 | COc1ccccc1NC(=O)Nc1nnc([C@@H]2C[C@H](O)[C@@H](CO)O2)s1 | i | 0.7
92 | OCC1OC(n2cnc3c(SCc4ccccc4)nc(NO)nc32)C(O)C1O (stereo unspecified) | i | 1.1
93 | COc1ccc(/C=C/CN2CCC(C(=O)NC(c3ccc(F)cc3)c3ccc4ccccc4n3)CC2)cc1 (stereo unspecified) | i | 1.1
94 | CCCCNC(=O)C1(C)CCCCN1C(=O)c1ccc2sccc2c1 (stereo unspecified) | i | 0.9
95 | O=C(Nc1c(-c2ccccc2)[nH][nH]c1=O)c1ccc(-c2ccccc2)cc1 | i | 0.6
96 | COc1ccc(C2CC(c3cccc([N+](=O)[O-])c3)=NN2/C(C)=C/C(C)=O)cc1 (stereo unspecified) | i | 2.1
97 | O=C1CC(=Nc2ccc([N+](=O)[O-])cc2)NN1c1c(Cl)cc(Cl)cc1Cl | i | 0.4
98 | COCCNC(=O)C1C(=O)Nc2ccccc2C(=O)N1Cc1ccccc1 (stereo unspecified) | i | 1.2

5 compounds out of the list, arranged by molecular weight, ascending.
No. | smiles | Myeloid diff MLP | Myeloid diff MLP GFP+ MAC1+ %
84 | COc1ccc(CCNC2=CC(=O)CCC2)cc1OC | i | 0.8
97 | O=C1CC(=Nc2ccc([N+](=O)[O-])cc2)NN1c1c(Cl)cc(Cl)cc1Cl | i | 0.4
92 | OCC1OC(n2cnc3c(SCc4ccccc4)nc(NO)nc32)C(O)C1O (stereo unspecified) | i | 1.1
80 | Cc1ccc(S(=O)(=O)Nc2ccccc2OC(C(=O)OC(C)(C)C)C(=O)OC(C)(C)C)cc1 | i | 2.7
93 | COc1ccc(/C=C/CN2CCC(C(=O)NC(c3ccc(F)cc3)c3ccc4ccccc4n3)CC2)cc1 (stereo unspecified) | i | 1.1

A portion of the library. The share of hits here may be higher or lower than overall.
